APJ antagonist: antagonists of human apelin receptor APJ, primary screen, CHO-K1 cells, beta-arrestin complementation, luminescence; inhibition, % at 20 µM; AID 2521, 2010; P35414; actives 0.32% (n = 330,000);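 active means inhibition above about 40% at 20 µM, limit read from the data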;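 further: cells challenged with 10 nM apelin-13 agonist together with compound; plate controls were apelin-13 plus DMSO wells for no effect and DMSO wells lacking apelin-13 for full effect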
Jurkat NFkB inh: inhibitors of induced NF-kB luciferase reporter, primary screen, TCR NF-kB activation inhibitor project, cell-based, luminescence, uHTS; Jurkat, PMA/ionomycin-induced NF-kB luciferase reporter; inhibition, % at 4 µM; actives 0.53% (n = 330,000); in the data active means inhibition above about 50%
Gli-Sufu block: Gli-Sufu pathway antagonists, primary screen, luciferase luminescence, Sufu-KO-LIGHT cells, uHTS; inhibition, % at 5 µM; actives 0.74% (n = 340,000); Sufu-KO-LIGHT fibroblasts, Gli luciferase reporter luminescence;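 active means inhibition above about 55%, limit read from the data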;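 further: 0% = DMSO-treated cells and 100% = wells with medium but no cells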
CCR6 antagonist: CCR6 receptor antagonists, primary screen, cell-based, CHO-K1, luminescence, beta-arrestin, uHTS | C-C chemokine receptor type 6 (Homo sapiens), P51684 | actives 0.49% (n = 340,000) | inhibition, % at 20 µM | CHO-K1 CCR6 PathHunter beta-arrestin, CCL20-stimulated;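 active means compounds whose inhibition of the agonist-driven luminescence signal at 20 µM reaches about 50%, limit read from the data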;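 further: cells stimulated with CCL20 at 14 nM final; plate controls were DMSO with CCL20 for no effect and DMSO without agonist for full effect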
UBC13 polyUb: UBC13 polyubiquitin chain formation inhibitors, primary screen, biochemical, TR-FRET, uHTS. Ubiquitin-conjugating enzyme E2 N (Homo sapiens), P61088. inhibition, % at 20 µM. actives 0.47% (n = 330,000). AID 485273, 2010; in the data active means inhibition above about 45%, passing the limit was not always enough
Target sequence (P61088 whole entry, looked up): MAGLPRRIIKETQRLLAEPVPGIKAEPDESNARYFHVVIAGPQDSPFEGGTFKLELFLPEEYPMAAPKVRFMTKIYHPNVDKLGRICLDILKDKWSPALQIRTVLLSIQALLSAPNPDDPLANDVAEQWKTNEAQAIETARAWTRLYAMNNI
697 NFkB inh: inhibitors of PMA/ionomycin-induced NF-kB reporter, 697 cells, primary screen, B-cell NF-kB inhibitor project, cell-based, luminescence, uHTS | 697 B-cell NF-kB luciferase reporter, 16 h | actives 0.33% (n = 330,000) | inhibition, % at 4 µM | AID 435022, 2010; in the data active means inhibition above about 35%
EBI2 antag: EBI2 receptor antagonists, beta-arrestin recruitment, primary screen, cell-based, luminescence, 7a,25-OHC stimulation, uHTS | G-protein coupled receptor 183 (Homo sapiens), P32249 | actives 0.81% (n = 360,000) | 7a,25-OHC stimulated | inhibition, % at 5 µM; in the data active means inhibition above about 38%;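 further: enzyme fragment complementation signal reports receptor beta-arrestin coupling in cells; 0% = agonist plus DMSO wells and 100% = wells without agonist; some results beyond the cut were filed as inactive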
Target sequence (P32249 whole entry, looked up, the tested form may be a part): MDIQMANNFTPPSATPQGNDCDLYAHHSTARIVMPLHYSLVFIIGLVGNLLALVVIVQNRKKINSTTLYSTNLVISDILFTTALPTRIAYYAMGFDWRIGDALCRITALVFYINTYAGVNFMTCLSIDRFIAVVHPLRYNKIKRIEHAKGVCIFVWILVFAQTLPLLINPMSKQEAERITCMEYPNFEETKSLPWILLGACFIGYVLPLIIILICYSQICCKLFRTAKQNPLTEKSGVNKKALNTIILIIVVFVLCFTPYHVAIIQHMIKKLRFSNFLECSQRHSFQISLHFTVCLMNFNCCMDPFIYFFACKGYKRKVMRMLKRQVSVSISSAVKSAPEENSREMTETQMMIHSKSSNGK
CXCR6 inh: CXCR6 receptor inhibitors, primary screen, cell-based, beta-arrestin, luminescence, CHO-K1 PathHunter, 1536-well; AID 602244, 2012; inhibition, % at 20 µM; actives 0.36% (n = 360,000); in the data active means inhibition above about 34%, passing the limit was not always enough;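 further: antagonist mode with CXCL16 agonist at 10 nM final; 0% = 10 nM CXCL16 with DMSO and 100% = unstimulated wells without agonist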
Target sequence (O00574 whole entry, looked up): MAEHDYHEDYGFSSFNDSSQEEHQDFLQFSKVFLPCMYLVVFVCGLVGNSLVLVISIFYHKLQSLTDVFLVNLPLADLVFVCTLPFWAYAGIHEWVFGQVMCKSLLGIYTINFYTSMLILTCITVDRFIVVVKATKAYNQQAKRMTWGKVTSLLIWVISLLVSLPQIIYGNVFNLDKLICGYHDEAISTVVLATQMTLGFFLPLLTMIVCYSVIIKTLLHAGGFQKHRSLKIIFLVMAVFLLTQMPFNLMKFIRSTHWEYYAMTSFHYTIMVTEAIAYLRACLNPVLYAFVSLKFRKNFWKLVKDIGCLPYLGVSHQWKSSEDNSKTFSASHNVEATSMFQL
Active calls of the source: *; . = no result given.

The first 3 entries (preview)
Under each structure: APJ antagonist | Jurkat NFkB inh | Gli-Sufu block | CCR6 antagonist | UBC13 polyUb | 697 NFkB inh | EBI2 antag | CXCR6 inh
COc1ccc(S(=O)(=O)N2CCN(CC(=O)NCCc3cccs3)CC2)cc1
 : -2.3 | 5.2 | -3.8 | 0.8 | 2.6 | -20.9 | 6.6 | 0.3
C(#CCN1CCOCC1)COCCCOC(c1ccccc1)c1ccccc1
 : -1.5 | 5.0 | 6.9 | 4.5 | -0.9 | -11.9 | 2.3 | -3.3
COC(=O)c1ccccc1NC(=O)C1CCN(C(=O)c2ccc(OC)cc2)CC1
 : 14.2 | 3.0 | -4.0 | 3.9 | 9.4 | 16.7 | 37.3 | 1.5

All compounds of this part, from the start:
Under each structure: APJ antagonist | Jurkat NFkB inh | Gli-Sufu block | CCR6 antagonist | UBC13 polyUb | 697 NFkB inh | EBI2 antag | CXCR6 inh
COc1ccc(S(=O)(=O)N2CCN(CC(=O)NCCc3cccs3)CC2)cc1
 : -2.3 | 5.2 | -3.8 | 0.8 | 2.6 | -20.9 | 6.6 | 0.3
C(#CCN1CCOCC1)COCCCOC(c1ccccc1)c1ccccc1
 : -1.5 | 5.0 | 6.9 | 4.5 | -0.9 | -11.9 | 2.3 | -3.3
COC(=O)c1ccccc1NC(=O)C1CCN(C(=O)c2ccc(OC)cc2)CC1
 : 14.2 | 3.0 | -4.0 | 3.9 | 9.4 | 16.7 | 37.3 | 1.5
CCCC1=Nc2cc(C(=O)NCCCN3CCN(C)CC3)ccc2Sc2ccccc21
 : 5.9 | -16.9 | 15.7 | 17.9 | 14.4 | 4.8 | 0.8 | 6.3
COC(=O)c1ccc(N2C(=O)CC(N3CCOCC3)C2=O)cc1 (stereo not drawn)
 : -12.0 | 6.1 | 1.9 | 0.5 | 13.7 | 20.9 | -0.5 | -16.2
CCC(NC(=O)OC(C)(C)C)C(=O)Oc1ccc2c3c(c(=O)oc2c1)CCC3 (stereo not drawn)
 : -5.8 | 8.2 | 1.9 | -3.9 | 19.1 | 19.0 | -10.4 | 1.3
CNC(=O)c1[nH]cnc1C(=O)N[C@@H](C)C(=O)OCc1ccccc1
 : 0.1 | 10.2 | -1.2 | 9.7 | 3.9 | 15.0 | 26.6 | 0.1
Cc1ccc(-c2nc3ccsc3c(=O)o2)cc1
 : -3.8 | -35.8 | -50.3 | 6.3 | -0.9 | -148.9 | -17.2 | -3.5
O=C(NCCCN1CCCC1=O)c1ccc(OC(F)(F)F)cc1
 : -19.0 | -15.5 | -1.5 | 23.2 | -4.3 | -36.0 | -4.3 | -1.0
N#Cc1ccc(C(=O)Nc2cccc3ccccc23)c(F)c1
 : 8.0 | 0.2 | -2.5 | 9.6 | 2.8 | 0.8 | -3.4 | -0.8
COC(=O)c1ccc(C(=O)OC)c(NC(=O)Nc2ccc3c(c2)OCO3)c1
 : -15.4 | -18.1 | -39.8 | -10.2 | 3.0 | -5.1 | -0.5 | 7.6
O=C(NCCOc1ccccc1F)c1ccccc1SCc1ccc(F)cc1
 : -4.4 | -3.4 | -1.1 | -0.4 | -10.4 | -5.8 | 4.6 | -7.0
CCCNC1(C(N)=O)CCN(Cc2ccccc2)CC1
 : . | . | 11.8 | -1.2 | . | . | -6.1 | 2.3
CCN(CC)S(=O)(=O)c1cc(OC)c(Cl)cc1Cl
 : 3.3 | -12.0 | 0.8 | 6.5 | -3.7 | 5.5 | 9.0 | -1.8
N#Cc1nc(-c2cccc3ccccc23)oc1N
 : 1.6 | 3.9 | 12.0 | 0.0 | 8.3 | 31.3 | -8.8 | -2.0
Brc1ccc(OCCOCCOc2cccc3cccnc23)cc1
 : 3.8 | -25.6 | 7.4 | 9.7 | -5.0 | -35.8 | 3.3 | 10.1
COc1ccc(C2(c3ccc(OC)cc3)NC(=O)NC2=O)cc1
 : 4.8 | 11.8 | -6.6 | -6.2 | 8.0 | 6.1 | -3.2 | 2.0
COc1ccc(NC(=O)NCc2ccco2)c(OC)c1
 : 3.6 | 4.8 | -7.6 | 3.2 | -4.6 | -5.6 | -14.5 | -9.8
Cc1cc(-c2n[nH]c(=S)n2/N=C/c2cccc(O)c2)n[nH]1
 : -15.9 | 0.8 | 1.0 | 19.0 | 0.5 | 22.4 | -2.1 | -6.3
COCCn1nnnc1C(c1ccc(OC)c(OC)c1)N1CCN(c2nc3ccccc3s2)CC1 (stereo not drawn)
 : 21.1 | 8.2 | 23.6 | -5.1 | 7.8 | 17.5 | 1.2 | -4.9
COc1cc(NC(=O)c2ccccc2-n2cnnn2)cc(OC)c1
 : -0.8 | 4.5 | -6.9 | -4.9 | 0.9 | -22.3 | -4.8 | -8.0
OC(c1ccccn1)C(O)c1ccccn1 (stereo not drawn)
 : . | . | 2.2 | 10.7 | . | . | 3.1 | -3.1
O=C(NOCc1ccccc1)c1cccc([N+](=O)[O-])c1
 : . | . | -14.1 | 6.8 | . | -12.3 | -8.0 | -3.9
O=C(NCCc1nnc2ccc(NCc3ccc(F)cc3)nn12)c1ccccc1
 : -10.4 | -4.8 | 8.8 | 0.4 | -17.5 | 15.5 | -3.9 | -2.8
CC(C)(C)OC(=O)C[C@H]1C/C=C\C[C@@H](CC(=O)NCCO)C(=O)NC[C@@H](c2ccccc2)OC1=O
 : 11.7 | -5.7 | 6.7 | -7.9 | 8.6 | 7.6 | -8.0 | -9.7
Cc1cccc(CNC(=O)c2ccc3nc(Cc4ccccc4F)oc3c2)n1
 : 8.1 | -57.1 | -15.2 | 25.1 | 1.1 | -56.6 | -2.8 | 0.8
Cc1cccc(C(=O)O/N=C/c2c(N3CCOCC3)n(C)c3ccccc23)c1
 : -35.2 | 17.5 | . | . | -3.9 | -16.5 | . | .
COc1cc(C(CCN2CCCC2)c2c(OC)cc(OC)c3ccc(=O)oc23)cc(OC)c1OC (stereo not drawn)
 : 10.5 | 2.6 | -13.5 | 3.8 | 0.8 | 25.2 | 6.6 | 2.3
CC(C)N(C(=O)c1ccc(C(=O)Nc2ccc([N+](=O)[O-])cc2)cc1)C(C)C
 : 6.7 | -2.0 | -18.5 | -0.3 | 2.1 | 17.0 | -9.2 | 3.5
Cc1[nH][nH]c(=O)c1N=Nc1ccccc1Cl
 : 14.1 | -6.1 | 6.5 | 15.7 | -16.5 | -9.5 | -1.2 | 7.1
O=C(CCc1ccccc1)NC(=S)Nc1ccccc1Br
 : -10.6 | -4.4 | -5.5 | 20.2 | 3.6 | -8.2 | 8.4 | 2.5
COc1ccc(C(C(=O)NC2CCCCC2)N(Cc2cccs2)C(=O)Cc2c[nH]c3ccccc23)cc1OC (stereo not drawn)
 : -0.8 | 2.5 | 15.0 | 20.2 | -8.1 | 10.1 | 1.3 | 2.4
CC1CCCCN1C(=O)COC(=O)c1cccc(NS(=O)(=O)c2ccccc2)c1 (stereo not drawn)
 : -57.8 | 0.1 | -2.9 | 10.5 | 4.5 | -2.2 | 2.5 | -0.9
N#C/C(=C/c1ccc(-c2ccc(S(=O)(=O)N3CCOCC3)cc2)o1)C(=O)NC1CC1
 : . | . | -0.2 | 9.9 | . | . | -2.5 | -0.8
Cc1cc(C(=O)N/N=C/c2cccc([N+](=O)[O-])c2)c2ccccc2n1
 : 0.0 | -11.0 | 9.3 | 11.6 | -4.6 | -14.6 | -8.1 | -5.1
O=C(CS(=O)(=O)Cc1ccccc1)Nc1ccc2c(c1)OCO2
 : -16.5 | -7.3 | -8.8 | 12.9 | 11.8 | 10.8 | -4.7 | -7.5
CC(CN1CCN(C)CC1)OC(=O)c1ccc(F)cc1 (stereo not drawn)
 : 2.9 | 9.2 | 1.9 | -2.8 | 4.9 | 13.8 | -3.4 | -2.4
CC1S/C(=C(\C#N)C(N)=O)N(c2ccc(F)cc2)C1=O (stereo not drawn)
 : -3.4 | -0.7 | 3.1 | -3.8 | -4.6 | -17.2 | -16.6 | -7.1
CCCCN(C(=O)CSCC(=O)Nc1ccc(OC)cc1)c1c(N)n(Cc2ccccc2)c(=O)[nH]c1=O
 : -40.1 | 7.4 | 2.1 | 5.2 | -2.8 | 11.8 | -11.2 | -3.6
Cc1[nH]nc(SCC(=O)N2CCCCCC2)c1[N+](=O)[O-]
 : 15.3 | -9.5 | -5.3 | 11.7 | -3.5 | -5.6 | -4.4 | 8.0
CCOC(=O)c1cnc(NCc2ccccc2)nc1C
 : 0.6 | -33.5 | -45.4 | 4.9 | -6.4 | -54.8 | -2.6 | 10.7
Cc1nc2nc[nH]n2c(=O)c1NS(C)(=O)=O
 : -2.7 | -4.8 | -0.7 | 3.3 | 9.0 | 22.4 | -1.8 | -19.8
Cc1[nH]c2ccccc2c1CN1CCC(Cc2ccccc2)CC1
 : -12.1 | 3.0 | 2.2 | -4.6 | 6.6 | 4.0 | 9.5 | 1.3
Clc1ccccc1CSc1nnc(Cn2cnc3ccccc32)n1-c1ccccc1
 : 8.9 | -19.0 | . | 18.9 | -2.9 | -23.8 | -1.9 | -3.4
CC(C)N(C(=O)COC(=O)c1cccc(N(C)C)c1)c1ccccc1
 : -2.8 | 4.9 | 3.9 | 14.3 | 11.4 | 10.0 | 11.3 | 3.5
CC(C)(C)C(=O)N1CCN(c2ccc([N+](=O)[O-])c(NCc3cccnc3)c2)CC1
 : 3.6 | 1.9 | 30.9 | 5.4 | -25.8 | -7.6 | 4.1 | 4.0
Cc1ccc(S(=O)(=O)N2CCN(Cc3cc(=O)n4ccccc4n3)CC2)cc1C
 : -10.7 | -6.0 | -8.6 | -2.9 | -4.2 | 3.7 | -11.1 | -4.1
Nc1nnc(SCc2ccccc2F)s1
 : -0.4 | -2.6 | -13.4 | -5.6 | -2.6 | 10.0 | -4.8 | -10.0
Nc1cccc2nc3ccccc3cc12
 : 10.4 | 62.4* | -15.4 | 13.9 | -15.8 | 24.1 | 6.8 | 0.3
COc1cccc(NC(=O)NNC(=O)COc2ccc3ccccc3c2)c1
 : 20.5 | 17.6 | -17.0 | 5.2 | -2.7 | 18.5 | -9.1 | 2.9

More structures:
Under each structure: APJ antagonist | Jurkat NFkB inh | Gli-Sufu block | CCR6 antagonist | UBC13 polyUb | 697 NFkB inh | EBI2 antag | CXCR6 inh
CCOC(=O)c1ccc(NC(=S)N2CCN(CCO)CC2)cc1
 : -14.4 | -7.8 | 17.8 | 8.0 | -1.6 | 10.0 | -5.1 | -7.9
O=C(COc1cc(Cl)ccc1Cl)Nc1ccc2[nH]c(=O)[nH]c2c1
 : 13.0 | 1.1 | -20.1 | -6.7 | -9.3 | 0.3 | 1.6 | -8.7
Cc1ccc(-c2nc(CSCC(=O)NCCCN3CCOCC3)c(C)o2)cc1
 : -11.3 | -7.4 | 4.2 | -26.8 | -7.7 | -6.9 | -4.7 | -11.8
CC(C)(CNC(=O)c1cccc(F)c1)CNC(=O)c1cccc(F)c1
 : -3.7 | -7.7 | 3.9 | 3.1 | -10.4 | -5.5 | -1.1 | 4.9
C=CCNC(=O)C1CC1(c1ccccc1)c1ccccc1 (stereo not drawn)
 : -5.7 | -0.7 | -2.9 | -5.6 | 2.3 | 6.5 | 0.7 | 0.3
Cc1ccc(C(=O)OCC(=O)NCc2ccccc2)cc1S(=O)(=O)N1CCCCC1
 : -11.1 | 5.8 | 7.0 | -4.5 | 6.1 | 8.6 | 9.4 | -0.2
CCc1nc(N)c(C#N)c(-c2cccnc2)c1C
 : 21.0 | 15.2 | 0.8 | 4.7 | 3.8 | -7.7 | -18.5 | -2.3
N#CCOc1ccccc1CNC[C@H]1O[C@@H](n2cnc(C(N)=O)n2)[C@H](O)[C@@H]1O
 : . | . | -2.8 | -3.5 | . | . | -8.7 | 1.7
O=C(O)c1ccc(CSc2nnc(COc3ccccc3)o2)cc1
 : -1.9 | 5.5 | 4.1 | -0.7 | 1.9 | 5.0 | -2.4 | -1.2

Compounds were not picked by outcome; 3% or so of the library scored in one or more.
